Bcl-B Bim block: human Bim-Bcl-B interaction inhibition; Q9HD36; bead-based flow cytometry, Bim peptide-Bcl-B binding; inhibition, % at 10 µM; actives 0.073% (n = 190,000);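 further: 0% = tracer peptide without compound and 100% = reference inhibitor peptide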
RGS8-Gao reg: modulates binding of RGS8 to human Galphao. actives 0.34% (n = 220,000). AID 1423. response (percent of control binding), % at 10 µM. multiplexed bead flow cytometry; actives lie on both sides. P09471; in the data active means response below about 60% or above about 140%; inactive means in between;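 further: Galphao activated as the GDP aluminium fluoride complex binding bead-coupled RGS8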
RGS4-Gao reg: human RGS4-Galphao interaction regulation; P09471; Multiplexed bead flow cytometry, RGS4-Galphao binding; actives lie on both sides; binding response (% of control), % at 10 µM; actives 0.33% (n = 220,000); AID 1415; in the data active means binding response below about 49% or above about 150%; inactive means in between;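 further: fluorescent Galphao activated with aluminum fluoride binding bead-coupled RGS4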
RGS7-Gao: regulators of human RGS7-Galphao interaction; actives 0.35% (n = 220,000); AID 1439; P09471; binding response (% of control), % at 10 µM; Multiplexed bead flow cytometry, RGS7-Galphao binding; actives lie on both sides; in the data active means binding response below about 49% or above about 150%; inconclusive means no clear call, values can overlap the other calls; inactive means in between;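 further: fluorescent Galphao held in activated GDP-AlF4 state binding bead-coupled RGS7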
Bim-Mcl-1: inhibitors of Bim-Mcl-1 interaction, human | Bead-based flow cytometry, Bim peptide-Mcl-1 binding | inhibition, % at 10 µM | actives 0.1% (n = 190,000);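 further: 0% = no compound tracer wells and 100% = peptide blocker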
Target sequence (Q07820 whole entry, looked up): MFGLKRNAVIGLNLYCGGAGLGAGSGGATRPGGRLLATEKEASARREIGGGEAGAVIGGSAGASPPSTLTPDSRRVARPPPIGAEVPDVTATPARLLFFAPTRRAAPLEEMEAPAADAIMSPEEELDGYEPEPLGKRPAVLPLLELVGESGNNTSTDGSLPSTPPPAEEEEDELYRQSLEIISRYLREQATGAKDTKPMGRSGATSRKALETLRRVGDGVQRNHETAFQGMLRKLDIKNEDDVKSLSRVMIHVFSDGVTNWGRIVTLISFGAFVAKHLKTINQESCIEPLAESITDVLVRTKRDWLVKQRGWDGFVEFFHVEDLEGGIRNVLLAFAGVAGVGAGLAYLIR
Bcl-XL Bim block: inhibitors of Bim-Bcl-XL interaction, human; AID 1007; Q07817; inhibition, % at 10 µM; Bim peptide-Bcl-XL binding, bead flow cytometry, fluorescence; actives 0.04% (n = 190,000)
Target sequence (Q07817 whole entry, looked up): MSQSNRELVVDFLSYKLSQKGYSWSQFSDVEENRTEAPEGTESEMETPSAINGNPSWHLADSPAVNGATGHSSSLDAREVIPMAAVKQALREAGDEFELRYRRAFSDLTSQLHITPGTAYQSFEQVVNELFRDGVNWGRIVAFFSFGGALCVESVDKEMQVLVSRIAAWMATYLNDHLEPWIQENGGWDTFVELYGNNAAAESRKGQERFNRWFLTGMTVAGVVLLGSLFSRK
Mcl1 Noxa PPI: Mcl-1/Noxa interaction inhibition; Q07820; TR-FRET Mcl-1/Noxa peptide binding, 2 h; inhibition, % at 21.7 µM; actives 1.5% (n = 220,000);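 active means compounds that cut the protein-peptide binding signal by more than 50% relative to plate controls in a single-dose test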;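 further: His-tagged Mcl-1 with rhodamine Noxa BH3 peptide and terbium anti-His antibody; 0% = Mcl-1 plus Noxa peptide wells and 100% = peptide-only wells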
Mcl1-Bid inh: disrupts binding of human Mcl-1 to Bid peptide; AID 1021; actives 0.97% (n = 220,000); TR-FRET Mcl-1/Bid-Dy647 peptide binding, 1536-well; inhibition, % at 21.7 µM; Q07820;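 active means compounds that cut the binding signal by more than half at the single screening dose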;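 further: His-tagged Mcl-1 with europium anti-His antibody binding Bid BH3 peptide; 0% = Mcl-1 plus peptide wells and 100% = peptide-only wells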
Bfl-1 Bim block: human Bim-Bfl-1 interaction inhibition. Q16548. Bead-based flow cytometry, Bim-Bfl-1 binding inhibition. inhibition, % at 10 µM. actives 0.12% (n = 190,000). AID 1008;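 further: 0% = wells without compound plus tracer and 100% = blocker peptide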
Bcl-2 Bim block: disrupts Bim peptide binding to human Bcl-2; actives 0.06% (n = 190,000); P10415; Bead-based flow cytometry, Bim peptide-Bcl-2 binding; inhibition, % at 10 µM; in the data active means inhibition above about 40%; inconclusive means no clear call, values can overlap the other calls;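 further: 0% = no compound wells with probe peptide and 100% = reference peptide inhibitor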
Target sequence (P10415 whole entry, looked up): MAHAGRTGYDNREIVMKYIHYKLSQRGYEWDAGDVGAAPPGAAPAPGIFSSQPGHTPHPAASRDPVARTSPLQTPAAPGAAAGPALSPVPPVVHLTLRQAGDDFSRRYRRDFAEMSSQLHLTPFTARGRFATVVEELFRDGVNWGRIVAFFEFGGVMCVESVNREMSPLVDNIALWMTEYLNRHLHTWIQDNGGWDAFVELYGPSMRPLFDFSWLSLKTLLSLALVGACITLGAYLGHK
Bcl-W Bim block: inhibitors of Bim-Bcl-W interaction, human; Q92843; bead-based flow cytometry, Bim peptide-Bcl-W binding; inhibition, % at 10 µM; actives 0.02% (n = 190,000);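 further: 0% = bound tracer without compound and 100% = peptide blocker; higher means less fluorescent Bim peptide bound to Bcl-W beads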
The depositor's hits bear a star; ? = inconclusive; / = not tested or not shown; [ ] = remark or other dose. Unless noted, no stated cut-off is given here; in the data, active means inhibition above about 40%.

Below each SMILES: Bcl-B Bim block, RGS8-Gao reg, RGS4-Gao reg, RGS7-Gao, Bim-Mcl-1, Bcl-XL Bim block, Mcl1 Noxa PPI, Mcl1-Bid inh, Bfl-1 Bim block, Bcl-2 Bim block, Bcl-W Bim block
> CCOC(=O)COc1nc(-c2ccc(Cl)cc2)cc(-c2ccco2)c1C#N
→ /, 110.1, 177.3*[activator], ?, /, /, -8.1, 7.3, /, /, /
> CCCCC(=O)NN(C)c1nc(-c2ccccc2)nnc1C(F)(F)F
→ -5.0, 102.3, 101.4, 100.2, -2.0, 6.0, 8.7, 18.9, -9.0, -10.0, 1.0
> COc1cccc(C(C(=O)NC2CCCCC2)N(CC2CCCO2)C(=O)CNC(=O)c2ccco2)c1 (centres undefined)
→ -5.0, 100.4, 102.9, 101.4, -1.0, -5.0, 1.6, -7.8, -1.0, -1.0, -2.0
> COc1ccccc1C(=O)NCC(=O)N/N=C/c1ccc([N+](=O)[O-])cc1
→ 1.0, 98.4, 92.8, 100.6, 4.0, 0.0, 15.4, -6.1, 10.0, 9.0, -1.0
> O=C(CSc1nnc(-c2ccccn2)n1Cc1ccccc1)NC1CCCC1
→ 13.0, 96.4, 112.0, 103.3, 0.0, 0.0, -11.5, -9.3, 7.0, 16.0, 4.0
> CC(C)CNC(=O)CSc1nc2scc(-c3ccccc3)c2c(=O)[nH]1
→ -4.0, 103.4, 98.5, 100.9, 0.0, -1.0, 53.5*, -73.1, 6.0, 6.0, 2.0
> CCN(CC)CCC(c1cc(OC)c(OC)c(OC)c1)c1c(O)cc(OC)cc1OC (centres undefined)
→ /, 84.6, 87.8, ?, /, /, -5.4, -42.0, /, /, /
> NC(=O)c1ccccc1NC(=O)c1ccccc1Cl
→ /, 98.4, 98.8, ?, /, /, -3.9, -26.9, /, /, /
> CN1C(=O)C(O)(CC(=O)/C=C/C=C/c2ccccc2)c2ccccc21 (centres undefined)
→ 0.0, 102.3, 101.0, 102.8, -8.0, -5.0, 15.4, 0.8, 2.0, -2.0, -5.0
> Cc1ccc(NC(=O)C2CCCN2S(=O)(=O)c2cccc3cccnc23)cc1F (centres undefined)
→ -5.0, 103.4, 100.1, 100.6, 0.0, -1.0, -9.8, -18.0, -4.0, -4.0, 1.0
> Cc1ccc(S(=O)(=O)N(CC(=O)O)Cc2ccco2)cc1
→ /, 99.7, 96.9, ?, /, /, 2.2, -43.1, /, /, /
> Nc1c(C(=O)NC2CC2)c2nc3ccccc3nc2n1-c1ccc2c(c1)OCO2
→ -5.0, 101.1, 102.9, 96.6, 4.0, 0.0, 15.3, 5.5, -13.0, -2.0, 3.0
> O=C(NCc1ccco1)c1cc(-c2cccnc2)nc2ccccc12
→ 1.0, 100.2, 96.7, 98.9, -2.0, 0.0, -18.5, -25.7, 0.0, -2.0, -1.0
> COc1cccc2c(SCC(=O)N/N=C/c3ccccc3)cc(C)nc12
→ 18.0, 111.2, 103.7, 92.3, 16.0, 23.0, 12.8, 1.3, 17.0, 18.0, 15.0
> CCOc1ccccc1-n1nnnc1SCC(=O)NC(=O)Nc1ccc2c(c1)OCCO2
→ -5.0, 100.5, 100.8, 99.1, -1.0, -4.0, -1.8, -10.7, -8.0, -4.0, 0.0
> COc1cc(/C=C(\C#N)C(N)=O)ccc1OS(=O)(=O)c1ccc(C)cc1
→ -4.0, 99.8, 98.1, 91.2, 10.0, -6.0, 7.3, -4.4, 2.0, 0.0, -2.0
> CCCC1(C(=O)OC)NC(c2cccc(F)c2)C2C(=O)N(CC)C(=O)C21 (centres undefined)
→ 0.0, 98.0, 101.1, 99.2, -1.0, -1.0, -7.8, -4.6, -1.0, 0.0, -2.0
> CCN(CC(=O)NCc1cccs1)S(=O)(=O)c1cccc(C(C)=O)c1
→ -5.0, 101.7, 97.0, 98.8, 0.0, -3.0, -18.7, -21.5, -13.0, -7.0, 2.0
> O=C(c1ccc(F)cc1)N1CCN(c2ncccn2)CC1
→ 0.0, 98.8, 99.7, 114.3, 0.0, 0.0, -0.4, 2.5, -2.0, 0.0, -1.0
> Cn1c(SCC(=O)c2ccccc2)nnc1C1CC1
→ -11.0, 101.3, 96.0, 100.8, -8.0, -4.0, 4.5, -77.4, -4.0, 0.0, 0.0
> COc1ccc(NC(=O)CSc2nnc(-c3ccccc3C)n2C)cc1
→ -9.0, 103.4, 100.6, 100.2, -4.0, -8.0, -8.7, -14.8, -14.0, -13.0, -1.0
> Cn1c(N)c(C(=O)COC(=O)c2ccc(Cl)nc2)c(=O)n(C)c1=O
→ -2.0, 101.4, 100.8, 101.5, 0.0, -1.0, 0.6, -14.8, -4.0, -2.0, -2.0
> COC(=O)C1=C(C)N(c2cc(C)cc(C)c2)/C(=C/c2ccco2)C1=O
→ -6.0, 104.0, 100.0, 102.0, 0.0, -1.0, 14.4, -47.8, -8.0, -1.0, 0.0
> N=c1c2ccccc2nnn1-c1cccc(C(F)(F)F)c1
→ 0.0, 101.5, 101.1, 100.6, 0.0, -3.0, 18.1, -18.2, 3.0, 2.0, -3.0
> O=C(COc1ccccc1F)N1CCc2ccccc2C1
→ -2.0, 98.7, 100.2, 102.6, -2.0, -2.0, 9.6, -5.9, -5.0, -2.0, -1.0

5 of the entries above in order of their number in Mcl1-Bid inh, descending.
Below each SMILES: Bcl-B Bim block, RGS8-Gao reg, RGS4-Gao reg, RGS7-Gao, Bim-Mcl-1, Bcl-XL Bim block, Mcl1 Noxa PPI, Mcl1-Bid inh, Bfl-1 Bim block, Bcl-2 Bim block, Bcl-W Bim block
> Nc1c(C(=O)NC2CC2)c2nc3ccccc3nc2n1-c1ccc2c(c1)OCO2
→ -5.0, 101.1, 102.9, 96.6, 4.0, 0.0, 15.3, 5.5, -13.0, -2.0, 3.0
> CN1C(=O)C(O)(CC(=O)/C=C/C=C/c2ccccc2)c2ccccc21 (centres undefined)
→ 0.0, 102.3, 101.0, 102.8, -8.0, -5.0, 15.4, 0.8, 2.0, -2.0, -5.0
> CCCC1(C(=O)OC)NC(c2cccc(F)c2)C2C(=O)N(CC)C(=O)C21 (centres undefined)
→ 0.0, 98.0, 101.1, 99.2, -1.0, -1.0, -7.8, -4.6, -1.0, 0.0, -2.0
> CCOc1ccccc1-n1nnnc1SCC(=O)NC(=O)Nc1ccc2c(c1)OCCO2
→ -5.0, 100.5, 100.8, 99.1, -1.0, -4.0, -1.8, -10.7, -8.0, -4.0, 0.0
> CCN(CC(=O)NCc1cccs1)S(=O)(=O)c1cccc(C(C)=O)c1
→ -5.0, 101.7, 97.0, 98.8, 0.0, -3.0, -18.7, -21.5, -13.0, -7.0, 2.0

Sorted by heavy-atom count (descending): some entries from above.
Below each SMILES: Bcl-B Bim block, RGS8-Gao reg, RGS4-Gao reg, RGS7-Gao, Bim-Mcl-1, Bcl-XL Bim block, Mcl1 Noxa PPI, Mcl1-Bid inh, Bfl-1 Bim block, Bcl-2 Bim block, Bcl-W Bim block
> CCCC1(C(=O)OC)NC(c2cccc(F)c2)C2C(=O)N(CC)C(=O)C21 (centres undefined)
→ 0.0, 98.0, 101.1, 99.2, -1.0, -1.0, -7.8, -4.6, -1.0, 0.0, -2.0
> CCCCC(=O)NN(C)c1nc(-c2ccccc2)nnc1C(F)(F)F
→ -5.0, 102.3, 101.4, 100.2, -2.0, 6.0, 8.7, 18.9, -9.0, -10.0, 1.0
> Cn1c(SCC(=O)c2ccccc2)nnc1C1CC1
→ -11.0, 101.3, 96.0, 100.8, -8.0, -4.0, 4.5, -77.4, -4.0, 0.0, 0.0

Mcl1 Noxa PPI, hit marks shown above.
Below each SMILES: Bcl-B Bim block, RGS8-Gao reg, RGS4-Gao reg, RGS7-Gao, Bim-Mcl-1, Bcl-XL Bim block, Mcl1 Noxa PPI, Mcl1-Bid inh, Bfl-1 Bim block, Bcl-2 Bim block, Bcl-W Bim block
> CC(C)CNC(=O)CSc1nc2scc(-c3ccccc3)c2c(=O)[nH]1
→ -4.0, 103.4, 98.5, 100.9, 0.0, -1.0, 53.5*, -73.1, 6.0, 6.0, 2.0

Assay outcomes: PubChem BioAssay, several laboratories
